Bioassay records from PubChem.
LYP inhibition – LYP phosphatase inhibitors, primary screen, biochemical, DiFMUP fluorescence, recombinant catalytic domain, 10 µM (AID 606); recombinant LYP catalytic domain, DiFMUP fluorescence; higher % means a stronger effect; inhibition, % at 10 µM, or IC50 in µM where a hit was titrated; 52,000 tested, under 10 active;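 active means IC50 under 40 µM in the dose-response test; inactive means IC50 of 40 µM or more, or never dose-tested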
MK inhibit – S. pneumoniae MK inhibitors, primary screen, biochemical, PK/LDH-coupled NADH absorbance. inhibition, % at 10 µM. purified MK, PK/LDH-coupled NADH absorbance 340 nm. 0.48% of 65,000 active;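 active means ranked among the strongest by inhibition in the single 10 µM screen, a fixed top-ranked set picked for dose follow-up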; further: no value below 0 was filed
PMK inhibit – S. pneumoniae PMK inhibitors, primary screen, biochemical, mevalonate pathway, pilot trial included; phosphomevalonate kinase (Streptococcus pneumoniae D39); purified PMK, PK/LDH-coupled NADH absorbance 340 nm; inhibition, % at 10 µM; 0.49% of 65,000 active;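 active means top-ranked compounds by inhibition in the single 10 µM screen, taking a fixed number of the strongest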;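 further: 0% = full reaction with DMSO carrier and 100% = background rate without enzyme reaction; no value below 0 was filed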
HT1080 viability – cytotoxicity in HT1080 fibrosarcoma cells, cell-based, fluorescence readout (AID 620); 0.42% of 87,000 active; one-dose cytotoxicity, % at 10 µM; EC50 in µM for titrated hits; HT1080 viability, fluorescence; higher % means a stronger effect;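 further: cells exposed to compound overnight then 4 h with Alamar Blue; 0% = vehicle DMSO and 100% = killing control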
DPM-DC inhibit – S. pneumoniae DPM-DC inhibitors, primary screen, biochemical, PK/LDH-coupled NADH fluorescence | diphosphomevalonate decarboxylase (Streptococcus pneumoniae D39) | purified DPM-DC | calls only at 10 µM | 0.49% of 65,000 active;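 active means the 320 compounds with the highest percent inhibition in the single-dose primary screen, excluding strongly autofluorescent ones, cut at about 32% in these data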;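 further: kinetic rate of NADH fluorescence loss reporting ADP formed by the decarboxylase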
HPDE-C7 cytotoxicity – cytotoxicity in HPDE-C7 cells, cell-based, fluorescence, HTS (AID 430) | HPDE-C7 pancreatic duct cells viability, fluorescence; higher % means a stronger effect | one-dose cytotoxicity, % at 10 µM; EC50 in µM for titrated hits | 1.8% of 63,000 active;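 further: cells exposed to compound for 48 hours before viability readout; 0% = vehicle and 100% = reference cytotoxic drug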
KRASV12 cytotoxicity – cytotoxicity in KRAS-transformed pancreatic duct cells, primary screen, cell-based, fluorescence, HTS (AID 431); HPDE-C7K KRASV12 cells, Alamar Blue viability, 48 h; higher % means a stronger effect; cytotoxicity, % at 10 µM; hits with a dose series show EC50 in µM; 1.7% of 63,000 active;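 active means compounds whose percent cytotoxicity in the single-dose primary screen, scaled between solvent and toxic-drug controls, exceeds 50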;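 further: 0% = DMSO solvent wells and 100% = doxorubicin-treated wells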
Alkaline phosphatase – human TNAP enzyme inhibitors, biochemical, luminescent (AID 518) | Alkaline phosphatase, tissue-nonspecific isozyme (Homo sapiens) | purified TNAP enzyme, luminescent substrate readout; higher % means a stronger effect | inhibition, % at 20 µM; hits with a dose series show IC50 in µM | 0.09% of 64,000 active; in the data active means a potency from the dose series; inactive means the rest, 99 in 100 with inhibition below about 22%;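 further: plate controls were vehicle for no effect and reference inhibitor for full effect; many of its hits are not listed in these tables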
Bfl-1 displacement – Bfl-1 inhibitors, primary screen, biochemical, fluorescence polarization, FITC-Bid, mouse (AID 432) | Bcl-2-related protein A1 (Mus musculus) | FITC-Bid BH3 peptide fluorescence polarization displacement; higher % means a stronger effect | displacement, % at 20 µM, or IC50 in µM where a hit was titrated | 0.02% of 64,000 active; in the data active means a potency from the dose series; inactive means the rest, 99 in 100 with displacement below about 15%; further: strong numbers were not always called active
PMK inhibit pilot replicates – recorded beside PMK inhibit, whose call it bears; inhibition, %; measured here: pilot screen replicates
MK inhibit pilot replicates – also measured in MK inhibit; calls as there; inhibition, %; measured here: pilot screen replicates
DPM-DC inhibit pilot screen % – second read-out of DPM-DC inhibit, no call of its own (marks repeat the call); inhibition, %; measured here: pilot screen trials
Numbers without * were called inactive; i = inactive; . = no result given; + = active, no number. Unless noted, no stated cut-off is given here; in the data, active means cytotoxicity above about 50%; inactive means the rest.

SMILES | LYP inhibition | MK inhibit | PMK inhibit | HT1080 viability | DPM-DC inhibit | HPDE-C7 cytotoxicity | KRASV12 cytotoxicity | Alkaline phosphatase | Bfl-1 displacement | others
Cc1nc2scc(-c3ccccc3)c2c(=O)n1N | 16% | 3 | 11 | 0% | i | -2% | -3% | 5% | -4%
CCN(c1cccc(C(F)(F)F)c1)S(=O)(=O)c1ccc2c(c1)CCN2C(=O)C1CC1 | 2% | 10 | 6 | -14% | i | -11% | -6% | 14% | 9% | PMK inhibit pilot replicates=2.0;MK inhibit pilot replicates=0.0;DPM-DC inhibit pilot screen %=0.0
Cc1cc(-n2nc(C)cc2C)nc(NS(=O)(=O)c2ccccc2)n1 | . | 0 | 7 | -5% | i | -3% | -1% | 9% | -6%
CCc1ccc(N2CCCn3c2nc2c3c(=O)n(CCN3CCOCC3)c(=O)n2C)cc1 | 12% | 13 | 12 | -8% | i | -7% | 8% | 3% | -5%
COc1ccc(C(C#N)C2(C)OCCO2)cc1OC (stereo not drawn) | 9% | 5 | 0 | -4% | i | 5% | 2% | 9% | -7%
Cn1c(OCc2ccco2)nc2c1c(=O)n(Cc1ccc(Cl)c(Cl)c1)c(=O)n2C | . | 5 | 6 | 25% | i | 0% | 2% | 5% | -1%
CCn1c2ccccc2c2nc3cc(OC)c(OC)cc3nc21 | 7% | . | 11 | 9% | + | -19% | -9% | 7% | 0%
COc1ccc(OC)c(S(=O)(=O)N(C)CC(=O)Nc2cc(Cl)ccc2OC)c1 | 14% | 10 | 9 | 3% | i | 4% | 2% | 3% | -7%
CCOC(=O)c1ccc(NC(=O)NCc2ccncc2)cc1 | -1% | 4 | 0 | 0% | i | -9% | -11% | 13% | -7%
O=C(c1ccccc1-c1ccccc1)N1CCCC1 | 7% | 6 | 5 | 7% | i | -12% | -22% | 0% | 0%
CCn1ncc(Cl)c1C(=O)Nc1cc(Cl)ccc1Cl | 5% | 5 | 0 | -3% | i | -3% | 4% | 8% | -12%
Cn1c(N2CCC(C(N)=O)CC2)nc2c1c(=O)n(Cc1cccc(Br)c1)c(=O)n2C | -6% | 9 | 4 | -8% | i | 9% | 7% | 14% | -4%
CSc1ccc(-c2nnn(Cc3ccccn3)n2)cc1 | 8% | 0 | 13 | -20% | i | 3% | -1% | 6% | -6%
O=C(O)C1CC=CCC1C(=O)Nc1cccc(Cl)c1Cl (stereo not drawn) | 3% | 1 | 11 | 1% | i | . | . | 6% | -2%
Nn1c(COc2ccccc2)nnc1SCC(=O)O | 16% | 4 | 7 | -25% | i | 2% | 5% | 3% | -7%

A section taken from the entries so far:
SMILES | LYP inhibition | MK inhibit | PMK inhibit | HT1080 viability | DPM-DC inhibit | HPDE-C7 cytotoxicity | KRASV12 cytotoxicity | Alkaline phosphatase | Bfl-1 displacement | others
Cc1nc2scc(-c3ccccc3)c2c(=O)n1N | 16% | 3 | 11 | 0% | i | -2% | -3% | 5% | -4%
CCN(c1cccc(C(F)(F)F)c1)S(=O)(=O)c1ccc2c(c1)CCN2C(=O)C1CC1 | 2% | 10 | 6 | -14% | i | -11% | -6% | 14% | 9% | PMK inhibit pilot replicates=2.0;MK inhibit pilot replicates=0.0;DPM-DC inhibit pilot screen %=0.0

Other structures follow:
SMILES | LYP inhibition | MK inhibit | PMK inhibit | HT1080 viability | DPM-DC inhibit | HPDE-C7 cytotoxicity | KRASV12 cytotoxicity | Alkaline phosphatase | Bfl-1 displacement | others
Cc1ccccc1-n1c(SCC(=O)N2CCN(c3ccccc3)CC2)nnc1-c1ccncc1 | 12% | 7 | 15 | -4% | i | 1% | 11% | 1% | -3%
COc1ccc(N=c2oc3cc(O)ccc3cc2C(=O)NCC2CCCO2)cc1 (stereo not drawn) | . | 14 | 14 | -19% | i | 5% | 0% | 15% | -4%
O=C(NCCC1=CCCCC1)C1CCCN(S(=O)(=O)c2cccc3cccnc23)C1 (stereo not drawn) | 7% | 0 | 9 | -5% | i | -1% | 8% | 2% | -9%
O=C(CSc1nnnn1Cc1ccccc1)NCC(=O)c1ccccc1 | -2% | 6 | 6 | 0% | i | -2% | -5% | 8% | 1%
CCOC(=O)c1c(NC(=O)c2cccs2)sc(C(=O)N2CCOCC2)c1C | . | 0 | 19 | -3% | i | -14% | -13% | 19% | -9%
c1ccc(Cn2ccnc2SCc2nnc(-c3ccccc3)o2)cc1 | 10% | 0 | 0 | 6% | i | -1% | 2% | 5% | -3%
CCCCn1nnc(NC(=O)c2sc3cc(Cl)ccc3c2Cl)n1 | . | 8 | 6 | 0% | i | 3% | 4% | 15% | -5%
COc1ccc(CNC(=O)c2cc(-c3ccco3)on2)cc1 | 6% | 8 | 3 | 27% | i | -3% | -6% | 8% | -8%
Cc1cc(C)c2c(c1)-c1c(ssc1=S)C(C)(C)N2C(=O)CSc1nncn1C | 11% | 12 | 0 | -4% | i | 57%* | 48% | 16% | 5%
COC(=O)Cc1c(C)c2ccc(OCC(=O)N3CCOCC3)cc2oc1=O | 8% | 2 | 3 | 9% | . | -24% | 0% | 9% | 1% | PMK inhibit pilot replicates=1.5;MK inhibit pilot replicates=1.0
O=C(NCCN1CCN(c2ccccc2F)CC1)c1cccn2c(=O)c3ccccc3nc12 | 14% | 2 | 18 | -5% | i | 19% | 15% | 8% | -3%
CC(C)c1ccccc1N1CC(C(=O)O)CC1=O (stereo not drawn) | -14% | 2 | 11 | -6% | i | -12% | -2% | 9% | -3%
C=COCCNC(=O)C1CC(=O)N(c2ccc(C)cc2)C1 (stereo not drawn) | . | 4 | 11 | 5% | i | -4% | 13% | 5% | 0%
O=C(CN1CCOCC1)Nc1ncc(Br)cc1Br | . | 2 | 8 | -5% | i | -18% | -9% | 12% | -4%
COc1ccc(Nc2cc(C)nc3nc(C)nn23)cc1Cl | 10% | 6 | 9 | 7% | i | -16% | -16% | -8% | -7%
CC(C)C(c1nnnn1Cc1ccccc1)N1CCc2ccccc2C1 (stereo not drawn) | -2% | 0 | 7 | -7% | i | -11% | -2% | 4% | -6%
O=C(C1CCC1)N1CCc2cc(S(=O)(=O)Nc3ccc4c(c3)OCO4)ccc21 | 4% | 4 | 8 | -4% | i | 3% | 5% | 6% | 3% | PMK inhibit pilot replicates=5.0;MK inhibit pilot replicates=0.0;DPM-DC inhibit pilot screen %=0.0
Cc1ccnc2nc(C(=O)N3CCN(S(=O)(=O)c4ccccc4)CC3)nn12 | 14% | 5 | 19 | 0% | i | 9% | 7% | 11% | -5%
COc1ccc(Cl)cc1N1C(=O)C2CCCN2C1c1ccc(F)cc1 (stereo not drawn) | 6% | 12 | 1 | 0% | i | -8% | -2% | 11% | -1%
Cc1cc(C)nc(N(C#N)CN2C(=O)c3ccccc3C2=O)n1 | 1% | 8 | 0 | -14% | i | -19% | -20% | 14% | -10%
CC1=C(C(N)=O)C(c2cccc(OCc3ccccc3)c2)n2nnnc2N1 (stereo not drawn) | 3% | 4 | 8 | -6% | i | -2% | 0% | 7% | 1%
O=C1C(Cl)=C(Nc2ccccc2O)C(=O)N1c1ccccc1 | . | 7 | 1 | -4% | i | 5% | -4% | 6% | 19%
COC(=O)c1sc(NC(=O)C2CCCO2)c(C(=O)OC)c1C (stereo not drawn) | 1% | 10 | 3 | -1% | i | 10% | 19% | 0% | -2%
O=C(NCCNC(=O)C(F)(F)F)c1ccncc1 | 11% | 13 | 14 | -3% | i | -18% | -16% | 10% | -11%
Cc1ccc(-n2ncc3c(NCc4cccnc4)ncnc32)c(C)c1 | 3% | 6 | 0 | 5% | i | 4% | -4% | 7% | -5%
CC1(C)CC(N2CN(C3CCCCC3)CC2=O)CC(C)(C)N1 | 5% | 8 | 0 | -2% | i | -2% | -26% | 10% | 2%
Cc1cc(Nc2nc3ccccc3[nH]c2=O)n(-c2ccccc2)n1 | -4% | 3 | 7 | 1% | i | 8% | 10% | -3% | 5%
COc1ccc(OC)c(-c2cc(C(=O)N3CCCc4ccccc43)no2)c1 | . | 0 | 13 | 10% | i | -1% | -7% | 10% | 0%
COC(=O)c1[nH]c2cc(C)ccc2c1NC(=O)CN1CCN(c2ccccc2OC)CC1 | 7% | 11 | 9 | 1% | i | 20% | 17% | 8% | -7%
O=S(=O)(c1ccc(Cl)cc1Br)N1CCCCC1 | -1% | 9 | 2 | 5% | i | 5% | -2% | 10% | 4%
Cc1ccc(N2C(=O)C3ON(c4ccccc4)C(c4ccncc4)C3C2=O)cc1 (stereo not drawn) | 2% | 0 | 0 | 26% | i | 2% | -12% | 6% | 2%
Cc1ccc(OCCC(=O)Nc2c(C)n(C)n(-c3ccccc3)c2=O)cc1 | -5% | 4 | 5 | -3% | i | 3% | 3% | 4% | -4%
O=c1c2ccccc2ncn1Cc1ccco1 | 4% | 0 | 4 | -5% | i | 10% | 14% | 5% | -4%
CCCc1cc(=O)oc2cc(C)cc(OCc3nn[nH]n3)c12 | . | 7 | 13 | -7% | . | -9% | 4% | 5% | -2%
CC1(C)SC2c3ccccc3C(=O)N2[C@@H]1C(=O)NCCCN1CCOCC1 (stereo partly drawn) | -6% | 10 | 1 | 21% | i | -6% | -11% | 6% | -7%
O=C(COc1ccccc1)Nc1nnc(-c2ccccc2)o1 | 5% | 9 | 3 | . | i | -17% | -11% | 9% | -1%
O=C(CCn1c(=O)oc2ccccc21)Nc1ccc2c(c1)OCCO2 | 2% | 0 | 3 | . | i | -3% | 0% | 10% | 6%
COCc1nc(-c2ccc(-c3ccc(OC)cc3)nc2OC)no1 | 10% | 2 | 2 | -4% | . | -6% | 1% | 5% | 1%
CCOc1ccc(-n2c(Cc3cc(=O)[nH]c(=O)[nH]3)nnc2SC(C)C)cc1 | -10% | 7 | 24 | 15% | i | -17% | -20% | 6% | -22%
O=S(=O)(Nc1nnc(-c2ccccc2)s1)c1ccc(Cl)cc1 | 13% | 7 | 13 | 6% | i | 9% | 6% | 8% | -3%
Cc1c(Cc2ccccc2)c(=O)oc2c(C)c(OCc3nn[nH]n3)ccc12 | . | 5 | 12 | -1% | . | 10% | 19% | 8% | 4%
CC(CN(C)Cc1ccccc1)OC(=O)C1COc2ccccc2O1 (stereo not drawn) | 7% | 6 | 5 | 0% | i | -17% | 4% | 7% | -3%
CC(C)c1ccc(NC(=O)CCNS(=O)(=O)c2cccc3nonc23)cc1 | 10% | 8 | 0 | 2% | i | -13% | -16% | 9% | -2% | PMK inhibit pilot replicates=4.5;MK inhibit pilot replicates=0.5;DPM-DC inhibit pilot screen %=0.0

Filtered by structure: the compounds so far containing a cyano group
SMILES | LYP inhibition | MK inhibit | PMK inhibit | HT1080 viability | DPM-DC inhibit | HPDE-C7 cytotoxicity | KRASV12 cytotoxicity | Alkaline phosphatase | Bfl-1 displacement | others
COc1ccc(C(C#N)C2(C)OCCO2)cc1OC (stereo not drawn) | 9% | 5 | 0 | -4% | i | 5% | 2% | 9% | -7%
Cc1cc(C)nc(N(C#N)CN2C(=O)c3ccccc3C2=O)n1 | 1% | 8 | 0 | -14% | i | -19% | -20% | 14% | -10%
